TCR activator: activators of T cell receptors. 330,000 tested, under 10 active. primary human leukocytes, anti-CD3, IL-2 HTRF, 48 h. AID 504894. Potency, µM (titrated, usually from 9.22 µM), inactives show top-dose activation of IL-2 secretion, actives largely listed as activators; further: % of control where 0% means no effect
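Compounds are tested in HTS on primary human leukocytes co-incubated with a-CD3 beads for 48 hr. IL-2 output is measured by time-resolved FRET.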
AT treatment: potential ataxia-telangiectasia treatment. […] A-T fibroblasts, KAP-1 phosphorylation AlphaLISA; neocarzinostatin DNA damage 30 min before lysis. Potency, µM (titrated, usually from 57.5 µM), for the others: top-dose activation, most hits filed as activators. hit rate 0.19% among 320,000. AID 485349; further: potency means the concentration at half of the fitted maximal effect; % of control where 0% means no effect; nearly all actives have a fitted effect of over 45% in size
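hTERT-immortalized A-T patient fibroblasts ([…]), 500 cells/well in OPTI-MEM, 1% FBS, got compounds for 60 min, then NCS for 30 min at 37C. Lysates were then assayed for phospho-KAP-1 by AlphaLISA (anti-pKAP1 donor, anti-KAP1 acceptor beads), 6 hr at 25C.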
FBPA coupling cs: coupling enzyme interference in Giardia aldolase counter-screen. coupling enzyme system counterscreen, AmpLite Red fluorescence. activity change, negative = inhibition, % at 58.2 µM, hits read low. hit rate 0.67% among 290,000; in the data active means activity change below about -30%; further: on the % scale 0 is the no-effect control and ±100 the full control effect
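Activity here indicates interference with the coupling reaction, not aldolase inhibition. Compounds at 57.5 uM final met coupling enzymes for 10 min at RT; substrate and AmpLite Red detection followed, with a 525/598 nm fluorescence read after 20 min.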
Tb PFK block: blocks T. brucei phosphofructokinase | O15648 | T. brucei PFK, ADP-Glo luminescence | Potency, µM (doses to about 57.5 µM), for the others: at the highest dose activity, negative = inhibition, actives largely listed as inhibitors | hit rate 0.17% among 330,000;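 further: potency means the concentration at half of the fitted maximal effect; 0% = uninhibited 1x PFK enzyme wells and -100% = no-enzyme wells; nearly all actives have a fitted effect of over 60% in size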
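1.25 nM PFK with 0.5 mM F6P and 0.1 mM ATP in 0.1 M TEA pH 8.0, 5 mM MgCl2, incubated 45 min at room temperature; ADP measured by ADP-Glo luminescence; compounds titrated up to 57 uM.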
MLL CXXC-DNA inh: inhibitors of human MLL CXXC domain-DNA interaction; hit rate 0.037% among 290,000; MLL-CXXC / FITC-HOXA9 DNA fluorescence polarization; Potency, µM (titrated, usually from 115 µM), for inactives: at the highest dose activity change, negative = inhibition, actives largely listed as inhibitors; AID 2662; Q03164; active means well fitted inhibition curve with a large enough effect in the polarisation, with a control signal flat, not every such curve was filed as active; inconclusive means small, poorly fitted or top-dose-only effect, or effect the other way, or a change in a side signal; inactive means no such curve, though single readings can be large or run the other way; the % refers to the polarisation; further: potency means the concentration at half of the fitted maximal effect
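Steps: dispense CXXC domain solution (7 uM) → pin compounds or unlabeled HOX-A9 DNA control → 5 min ambient → add FLSN-HOX-A9 solution (50 nM) → spin → 30 min ambient → fluorescence polarization. Tris pH 7.5/NaCl/DTT/BSA buffer.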
TSHR antag: antagonists of human thyroid stimulating hormone receptor; TSHR-expressing cells, TSH-stimulated cAMP HTRF, 2 h; hits give low values; activity change, negative = inhibition, % at 11.5 µM; hit rate 0.2% among 330,000;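 active means activity change below a set negative limit, meaning inhibition stronger than a set level, cut at about -70% in these data; inconclusive means activity change between two set negative limits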; further: on the % scale 0 is the no-effect control and ±100 the full control effect
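Cell-based HTRF cAMP assay; TSHR cells + compound, TSH EC80 (4nM final), 2 h, 37 deg C. Lysis with anti-cAMP cryptate and cAMP-d2, 30 min RT, read 665/620 nm.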
GALK inh: inhibitors of human galactokinase. Purified GALK, Kinase-Glo residual ATP luminescence. AID 1868. P51570. hit rate 0.007% among 270,000. Potency, µM (highest dose often 57.5 µM), for the others: at the highest dose activity change, negative = inhibition, actives largely listed as inhibitors; further: potency means the concentration at half of the fitted maximal effect; on the % scale 0 is the no-effect control and ±100 the full control effect
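Quantitative HTS: GALK 5 nM, ATP 35 uM, galactose 100 uM, 1 h room temperature, then luciferase-based ATP detection.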
Chronic BCR inh: inhibitors of chronic active B-cell receptor signaling | ABC-DLBCL IkBa-CBG/CBR reporter, luminescence ratio, 4 h | Potency, µM (titrated, usually from 46.1 µM), without a hit: top-dose ratio change, negative = lower green/red ratio, hits mostly inhibitors | hit rate 0.05% among 340,000; active means well fitted inhibition curve with a large enough effect in the signal ratio, with a control signal flat, not every such curve was filed as active; inconclusive means small, poorly fitted or top-dose-only effect, or effect the other way, or a change in a side signal; the % refers to the signal ratio;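 further: potency means the concentration at half of the fitted maximal effect; plate controls were basal doxycycline-induced cells for no effect and cells given 10 µM MG132 for full effect; MG132 reads +100%, hits lower the ratio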
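Compounds up to 46 uM were incubated four hours with TMD8 cells whose green CBG68 luciferase is fused to IkappaBalpha; red CBR luminescence normalised the signal, and concentration-effect curves were fitted to fusion, red and ratio data.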
Giardia killer: Giardia lamblia killing; Giardia lamblia trophozoite viability; activity change, % at 7.66 µM, hits read low; hit rate 0.15% among 340,000; AID 540267; in the data active means activity change below about -80%; inconclusive means between about -30% and that limit;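 further: parasites exposed to compound for two days anaerobically before the ATP read; on the % scale 0 is the no-effect control and ±100 the full control effect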
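Giardia lamblia trophozoites (100 cells/well) were incubated with compounds for 48 h at 37 deg C under anaerobic conditions. Viability was read as ATP content by one-step luminescence after 15-30 min at room temperature.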
hERG WT inh: inhibitors of human wildtype KCNH2 potassium channel | Q12809 | U2OS, BacMam KCNH2, thallium flux FluxOr; hits give low values | activity change, % at 1.84 µM | hit rate 0.37% among 340,000;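 active means maximum activity change below -70%; inconclusive means maximum activity change between -70% and -50%; inactive means maximum activity change above -50%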; further: on the % scale 0 is the no-effect control and ±100 the full control effect
Target sequence (Q12809 whole entry, looked up): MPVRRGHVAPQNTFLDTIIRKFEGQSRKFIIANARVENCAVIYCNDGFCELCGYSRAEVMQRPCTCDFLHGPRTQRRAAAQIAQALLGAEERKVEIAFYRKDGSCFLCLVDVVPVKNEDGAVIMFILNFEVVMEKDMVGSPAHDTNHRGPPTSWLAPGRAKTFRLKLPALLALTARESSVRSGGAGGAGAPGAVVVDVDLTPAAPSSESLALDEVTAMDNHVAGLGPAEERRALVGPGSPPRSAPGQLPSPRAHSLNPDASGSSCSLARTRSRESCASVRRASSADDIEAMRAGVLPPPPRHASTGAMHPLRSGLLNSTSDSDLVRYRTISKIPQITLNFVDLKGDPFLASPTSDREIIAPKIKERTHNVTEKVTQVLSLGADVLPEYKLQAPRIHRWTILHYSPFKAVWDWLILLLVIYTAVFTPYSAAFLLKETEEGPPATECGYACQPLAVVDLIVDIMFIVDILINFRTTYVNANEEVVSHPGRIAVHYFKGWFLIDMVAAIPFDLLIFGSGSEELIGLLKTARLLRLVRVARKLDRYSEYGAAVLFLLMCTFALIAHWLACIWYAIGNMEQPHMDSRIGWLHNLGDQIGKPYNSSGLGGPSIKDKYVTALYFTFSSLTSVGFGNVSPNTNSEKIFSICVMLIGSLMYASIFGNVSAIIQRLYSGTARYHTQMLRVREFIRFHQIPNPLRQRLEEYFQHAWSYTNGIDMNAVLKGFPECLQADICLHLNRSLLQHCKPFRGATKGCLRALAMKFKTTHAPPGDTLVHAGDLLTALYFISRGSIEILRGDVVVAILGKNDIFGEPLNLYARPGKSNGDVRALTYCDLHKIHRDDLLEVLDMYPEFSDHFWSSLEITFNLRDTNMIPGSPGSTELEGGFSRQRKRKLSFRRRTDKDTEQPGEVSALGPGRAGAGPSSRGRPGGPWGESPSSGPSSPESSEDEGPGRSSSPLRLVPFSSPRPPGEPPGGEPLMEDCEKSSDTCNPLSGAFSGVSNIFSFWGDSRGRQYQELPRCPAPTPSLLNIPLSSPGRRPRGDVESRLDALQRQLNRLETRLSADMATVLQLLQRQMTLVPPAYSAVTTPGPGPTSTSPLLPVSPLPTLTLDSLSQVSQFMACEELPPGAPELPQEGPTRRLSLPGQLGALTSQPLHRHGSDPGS
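U2OS cells transduced with wild-type KCNH2 virus are loaded with FluxOr dye for 45 min, and thallium flux is measured in kinetic reads before and after stimulation buffer. Rate constants are normalized to DMSO controls.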
Numbers without * were called inactive; ? = inconclusive; . = not tested or not shown; [ ] = another dose, or the depositor's remark. Unless noted, the call rests on the fitted dose curve; in most records, active means well fitted curve in the direction sought with a large enough effect; inconclusive means small, poorly fitted or top-dose-only effect, or another doubt; inactive means no such curve, though single readings can be large; an effect the other way counts as inactive or inconclusive.

1: O=C(Nc1ccc(N2CCCC2)cc1)c1ccc2ccccc2c1
2: O=S(=O)(Nc1ccccc1O)c1ccc(-c2ccccc2)cc1
3: O=C(NC1CCCN(CCc2ccccc2)C1)C1CCCC1 (stereo not drawn)
4: Cc1ccc(NC(=O)C(=O)NCCCN2CC(C(=O)O)CC2=O)cc1 (stereo not drawn)
5: O=C(CSc1nnc(-c2ccccn2)o1)Nc1cccc(Cl)c1
6: COc1cccc(CN2CC(C(=O)NCc3ccc(C)o3)CCC2=O)c1 (stereo not drawn)
7: CCOC(=O)c1cc2occc2n1CCCN1C(=O)c2ccccc2C1=O
8: COc1ccccc1/C=N/NC(=O)c1ccc(NC(=O)c2ccccc2Br)cc1

Compound,1,2,3,4,5,6,7,8
TCR activator,3%[46.1 µM],0%,-6%,0%,-1%,0%,-44%,1%[46.1 µM]
AT treatment,-4%,6%,-7%,-5%,-8%,-2%,.,-1%
FBPA coupling cs,3,2,6,0,-6,0,-2,-1
Tb PFK block,-1%,1%,-1%,-9%,-6%,0%,1%,-1%
MLL CXXC-DNA inh,2%,7%,-4%,-1%,9%,-6%,-6%,-3%
TSHR antag,8,1,-7,7,-6,25,-3,13
GALK inh,1%,2%,-1%,9%,-1%,.,2%,.
Chronic BCR inh,?,-1%,-1%,-6%,?,4%,?,?
Giardia killer,6,16,-22,3,-17,23,4,-9
hERG WT inh,-3,.,14,-11,-4,12,0,-6

9: Cc1ccsc1/C=C/C1=Cc2c(sc(NC(=O)CSc3n[nH]c(N)n3)c2C#N)C(C)(C)C1
10: Cc1nc(C)c(-c2nnc(-c3cccc(S(=O)(=O)N(C)C)c3)o2)cc1C(=O)NN
11: COc1cccc(C2C=C(c3ccc(OC)cc3OC)Nc3nnnn32)c1 (stereo not drawn)
12: N#Cc1cccc(S(=O)(=O)NCC(=O)OCC(=O)c2ccc[nH]2)c1
13: CCOC(=O)c1ccc(NC(=O)c2ccc3c(c2)C(=O)N(Cc2cccnc2)C3=O)cc1
14: COc1ccc(NC(=O)N2CCN(c3cccc(C(F)(F)F)c3)CC2)cc1
15: Cc1cc2cc(CNC(=O)c3cccc([N+](=O)[O-])c3)ccc2n1C
16: Fc1ccc(N2N=C(c3cccs3)CC2c2ccccc2)cc1 (stereo not drawn)

Compound,9,10,11,12,13,14,15,16
TCR activator,14%,-1%,3%,.,-4%,6%,-2%,-2%
AT treatment,.,0%,6%,0%,4%,8%,1%,22µM*
FBPA coupling cs,-4,2,1,0,.,-1,-4,1
Tb PFK block,?,0%,1%,-5%,4%,-3%,0%,3%
MLL CXXC-DNA inh,-21%,-19%,0%,21%,9%,10%,11%,19%
TSHR antag,-17,5,-19,-19,-18,3,6,31
GALK inh,-2%,4%,3%,2%,-8%,1%,.,-1%
Chronic BCR inh,-9%,-1%,-10%,?,-4%,0%,?,?
Giardia killer,-10,12,-10,7,15,-2,-1,9
hERG WT inh,9,-4,-9,0,-10,0,4,0

17: CC1CCN(S(=O)(=O)c2ccc3ncn(CC(=O)N(C)Cc4ccccc4)c(=O)c3c2)CC1
18: CC(C)n1cc(/C=C(\C#N)S(=O)(=O)c2ccccc2)c2ccccc21
19: COc1ccc([C@H]2CC(=O)C=C(c3cc(C)ccc3OC)C2)cc1
20: Clc1cc(Br)ccc1OCCN1CCOCC1
21: O=C(Nc1ccc(F)cc1F)c1cc(-c2ccco2)nc2ccccc12
22: Cc1ccc(NC(=O)CNC2CCCCC2)cc1Cl
23: CCC1CCc2c(sc(NC(=O)C3CC=CCC3C(=O)O)c2C#N)C1 (stereo not drawn)
24: CCOC(=O)c1cnc(SCC(=O)NNC(=O)c2ccco2)nc1N

Compound,17,18,19,20,21,22,23,24
TCR activator,-2%,.,1%,-12%[46.1 µM],0%,-4%,-2%[46.1 µM],0%
AT treatment,-1%,-14%,12%,6%,7%,2%,11%,-2%
FBPA coupling cs,5,-2,.,-3,0,0,14,1
Tb PFK block,-3%,-3%,-3%,-5%,10%,3%,3%,2%
MLL CXXC-DNA inh,1%,8%,.,5%,11%,5%,22%,0%
TSHR antag,-4,10,46,9,6,9,-20,-11
GALK inh,.,0%,.,2%,0%,-3%,0%,6%
Chronic BCR inh,-2%,-2%,2%,?,-1%,-8%,?,2%
Giardia killer,11,9,8,-1,13,13,-5,20
hERG WT inh,12,4,-22,15,0,-9,1,-10

2 successive records from above, quoted:
17: CC1CCN(S(=O)(=O)c2ccc3ncn(CC(=O)N(C)Cc4ccccc4)c(=O)c3c2)CC1
18: CC(C)n1cc(/C=C(\C#N)S(=O)(=O)c2ccccc2)c2ccccc21

Compound,17,18
TCR activator,-2%,.
AT treatment,-1%,-14%
FBPA coupling cs,5,-2
Tb PFK block,-3%,-3%
MLL CXXC-DNA inh,1%,8%
TSHR antag,-4,10
GALK inh,.,0%
Chronic BCR inh,-2%,-2%
Giardia killer,11,9
hERG WT inh,12,4

Further results:
25: CN(C)CCCC1(O)c2ccccc2C=Cc2ccccc21
26: N#C/C(=N/Nc1ccc(OC(F)(F)F)cc1)C(N)=S
27: CCc1ccc(NC(=O)CSC2=C(C#N)C(c3ccco3)C3=C(CCCC3=O)N2)cc1 (stereo not drawn)
28: CCc1ccc(-n2c(=S)sc3c(=O)n(-c4ccccc4OC)c(=S)[nH]c32)cc1
29: COc1ccc(C(=O)C(C)Sc2nnc(C3CC3)n2C2CC2)cc1 (stereo not drawn)
30: O=C(NNC1=NCCCCC1)Nc1ccc(Cl)cc1
31: CSCCC(NC(=O)c1ccoc1C)C(=O)O (stereo not drawn)
32: C=CCn1c(=NC(=O)c2ccc(S(=O)(=O)N3CCCc4ccccc43)cc2)sc2cc(S(N)(=O)=O)ccc21

Compound,25,26,27,28,29,30,31,32
TCR activator,3%[46.1 µM],8%,-9%,.,-6%,-13%,.,4%[46.1 µM]
AT treatment,.,-9%,5%,-3%,-1%,2%,2%,6%
FBPA coupling cs,0,3,0,1,.,2,3,-3
Tb PFK block,-4%,-6%,1%,1%,-1%,0%,-1%,-2%
MLL CXXC-DNA inh,-6%,-3%,-6%,-3%,.,-1%,7%,-1%
TSHR antag,0,?,2,5,-10,12,13,-1
GALK inh,-2%,4%,4%,5%,.,5%,0%,2%
Chronic BCR inh,1%,?,?,-14%,1%,-4%,-5%,8%
Giardia killer,3,1,18,18,4,-4,17,-9
hERG WT inh,3,-2,20,12,1,16,-5,-8

Just GALK inh and Giardia killer, for 4 of the compounds above:
No. | mol | GALK inh | Giardia killer
28 | CCc1ccc(-n2c(=S)sc3c(=O)n(-c4ccccc4OC)c(=S)[nH]c32)cc1 | 5% | 18
29 | COc1ccc(C(=O)C(C)Sc2nnc(C3CC3)n2C2CC2)cc1 (stereo not drawn) | . | 4
30 | O=C(NNC1=NCCCCC1)Nc1ccc(Cl)cc1 | 5% | -4
31 | CSCCC(NC(=O)c1ccoc1C)C(=O)O (stereo not drawn) | 0% | 17

Following part
33: COc1cc2c(OC)cccc2cc1C(=O)O
34: Cc1ccc(C(=O)N2CCC(C)CC2)cc1NC1=NC2CS(=O)(=O)CC2S1 (stereo not drawn)
35: CSc1oc(-c2cccs2)nc1S(=O)(=O)c1ccccc1
36: COc1ccc(N2CCN(C3CCCN(Cc4ccc(F)cc4)C3)CC2)cc1 (stereo not drawn)
37: O=C(Nc1nc(-c2ccccn2)cs1)C1COc2ccccc2O1 (stereo not drawn)
38: CCN(CC)C(=O)Oc1cc(=O)n2c3c(cccc13)CCC2
39: O=C(Nc1ccc(S(=O)(=O)Nc2nccs2)cc1)c1ccc(S(=O)(=O)N2CCOCC2)cc1
40: O=C(CCNC(=O)c1ccco1)Nc1nc(-c2ccccc2)cs1

Compound,33,34,35,36,37,38,39,40
TCR activator,2%,-9%,6%,6%,3%[46.1 µM],3%[46.1 µM],-2%[46.1 µM],4%
AT treatment,-4%,4%,11%,-3%,14%,3%,5%,0%
FBPA coupling cs,-10,5,-9,1,-7,0,5,.
Tb PFK block,0%,0%,-6%,1%,4%,-7%,3%,3%
MLL CXXC-DNA inh,-5%,8%,3%,-4%,11%,-3%,13%,.
TSHR antag,1,2,2,6,-16,12,32,-6
GALK inh,0%,.,5%,0%,0%,.,1%,.
Chronic BCR inh,-7%,0%,6%,-2%,?,0%,5%,0%
Giardia killer,0,-5,-10,14,1,16,-19,4
hERG WT inh,-1,-3,10,32,-13,1,13,1

41: CCc1cc(-c2n[nH]c(=S)n2C(C)c2ccccc2)cs1 (stereo not drawn)
42: COc1ccc2[nH]c(=O)c(CN(C)C(=O)c3cccs3)cc2c1
43: O=[N+]([O-])c1ccccc1S(=O)(=O)NC1CCCCCCC1
44: O=C(Cc1ccccc1)NCCS(=O)(=O)N1CCN(c2ccccc2)CC1

Compound,41,42,43,44
TCR activator,.,7%,2%,5%
AT treatment,14%,7%,-6%,3%
FBPA coupling cs,-4,-2,1,.
Tb PFK block,0%,1%,-1%,8%
MLL CXXC-DNA inh,0%,15%,-2%,.
TSHR antag,1,-1,-5,10
GALK inh,3%,-1%,0%,.
Chronic BCR inh,3%,-5%,2%,7%
Giardia killer,14,11,-11,11
hERG WT inh,0,4,-12,6
